# USP2a inh: inhibitors of human ubiquitin-specific protease USP2a | USP2 core, Ub-CHOP2 coupled fluorogenic reporter, 485/531 | Potency, µM (top dose mostly 38.3 µM), for inactives: at the highest dose activity change, negative = inhibition, usual class: inhibitors | actives 0.01% (n = 330,000) | O75604;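 note: potency is the fitted concentration of half-maximal effect; plate controls were DMSO wells for no effect and full inhibition by NEM control for full effect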
#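 USP2 core (10nM final) preincubated 30min RT with compound in 20mM Tris-HCl pH 8.0, 2mM CaCl2, 2mM beta-mercaptoethanol, 0.05% CHAPS; 25nM Ub-CHOP2 plus 25nM reporter substrate added, fluorescence (Ex485/Em531) read after 60min.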
# B2AR arrestin: agonists driving beta-arrestin recruitment to human beta2-adrenergic receptor | beta-arrestin recruitment to beta2AR, cell-based reporter | Potency, µM (doses to about 46.1 µM), for inactives: top-dose activation, most hits filed as activators | actives 0.02% (n = 330,000);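 note: potency is the fitted concentration of half-maximal effect; 0% = DMSO controls and full agonism = EC100 isoproterenol or metaproterenol; nearly all actives have a fitted effect of over 65% in size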
# hERG WT inh: inhibitors of human wildtype KCNH2 potassium channel | actives 0.37% (n = 340,000) | activity change, % at 1.84 µM | U2OS, BacMam KCNH2, thallium flux FluxOr; stronger effect = lower value | AID 720551 | Q12809;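 active = maximum activity change below -70%; inconclusive = maximum activity change between -70% and -50%; inactive = maximum activity change above -50%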; note: % is set by controls: 0 for no effect and ±100 for the full control effect
#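 U2OS cells transduced with wild-type KCNH2 virus are loaded with FluxOr dye for 45 min, and thallium flux is measured in kinetic reads before and after stimulation buffer. Rate constants are normalized to DMSO controls.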
# GALK inh: galactokinase (human) inhibition; actives 0.007% (n = 270,000); P51570; Potency, µM (top dose mostly 57.5 µM), for the others: top-dose activity change, negative = inhibition, hits mostly inhibitors; Purified GALK, Kinase-Glo residual ATP luminescence; AID 1868; note: potency is the fitted concentration of half-maximal effect; % is set by controls: 0 for no effect and ±100 for the full control effect
# Target sequence (P51570 whole entry, looked up): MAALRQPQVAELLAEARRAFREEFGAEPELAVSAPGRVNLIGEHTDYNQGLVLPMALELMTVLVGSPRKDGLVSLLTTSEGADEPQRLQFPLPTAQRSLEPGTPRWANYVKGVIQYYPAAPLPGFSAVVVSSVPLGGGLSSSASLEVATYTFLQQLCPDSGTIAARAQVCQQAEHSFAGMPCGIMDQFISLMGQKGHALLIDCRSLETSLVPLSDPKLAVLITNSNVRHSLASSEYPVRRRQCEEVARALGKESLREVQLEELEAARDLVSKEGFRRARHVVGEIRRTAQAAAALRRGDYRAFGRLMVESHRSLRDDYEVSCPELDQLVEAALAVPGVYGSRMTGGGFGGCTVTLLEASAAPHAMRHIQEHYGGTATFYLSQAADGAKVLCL
#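 Quantitative HTS: GALK 5 nM, ATP 35 uM, galactose 100 uM, 1 h room temperature, then luciferase-based ATP detection.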
# CXXC DNA block: MLL CXXC-DNA interaction inhibition; actives 0.037% (n = 290,000); Potency, µM (series often up to 115 µM), for inactives: at the top dose activity change, negative = inhibition, most hits filed as inhibitors; Q03164; MLL-CXXC / FITC-HOXA9 DNA fluorescence polarization; active = well fitted inhibition curve with a large enough effect in the polarisation, with a control signal flat, not every such curve was filed as active; inconclusive = small, poorly fitted or top-dose-only effect, or effect the other way, or a change in a side signal; inactive = no such curve, though single readings can be large or run the other way; the % refers to the polarisation; note: potency is the fitted concentration of half-maximal effect
#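 Purified MLL-CXXC (added from a 7 uM solution) was preincubated 5 min at ambient with pinned compounds in 50 mM Tris-HCl pH 7.5, 50 mM NaCl, 1 mM DTT, 0.05% BSA. Fluorescein-labeled HOX-A9 DNA (50 nM solution) followed, 30 min, then polarization read.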
# PKM2 act: activators of human pyruvate kinase M2 | purified PKM2, Kinase-Glo ATP luminescence, activation; response scale: 0% is enzyme alone, no compound | Potency, µM (top dose mostly 57.5 µM), for the others: at the top dose activation, most hits filed as activators | actives 0.34% (n = 260,000) | AID 1631; note: potency is the fitted concentration of half-maximal effect; % is set by controls: 0 for no effect and ±100 for the full control effect; nearly all actives have a fitted effect of over 55% in size
# Target sequence (P14618 whole entry, looked up): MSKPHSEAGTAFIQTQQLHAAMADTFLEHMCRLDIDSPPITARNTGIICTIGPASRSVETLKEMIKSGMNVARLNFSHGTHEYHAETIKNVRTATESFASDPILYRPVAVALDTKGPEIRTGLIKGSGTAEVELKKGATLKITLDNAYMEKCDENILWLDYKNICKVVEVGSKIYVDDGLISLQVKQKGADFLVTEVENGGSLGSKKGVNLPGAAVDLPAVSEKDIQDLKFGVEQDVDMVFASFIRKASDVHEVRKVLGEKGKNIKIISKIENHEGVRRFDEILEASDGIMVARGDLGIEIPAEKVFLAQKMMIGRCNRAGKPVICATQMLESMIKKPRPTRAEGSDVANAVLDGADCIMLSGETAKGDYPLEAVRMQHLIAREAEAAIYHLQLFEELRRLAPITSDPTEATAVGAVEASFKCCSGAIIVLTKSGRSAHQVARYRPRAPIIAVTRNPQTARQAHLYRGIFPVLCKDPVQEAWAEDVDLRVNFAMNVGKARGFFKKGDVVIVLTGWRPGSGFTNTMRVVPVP
#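 Purified hPK-M2 (>95%) run at intermediate activity with 0.1 mM ADP and 0.5 mM PEP in 50 mM imidazole pH 7.2, KCl, MgCl2; 1 h room temperature. ATP formed read by Kinase-Glo luminescence; normalized to uninhibited and no-enzyme controls.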
# FBPA coupling cs: counter-screen for Giardia aldolase inhibitors: coupling enzyme system. AID 2472. activity change, negative = inhibition, % at 58.2 µM, hits read low. actives 0.67% (n = 290,000). coupling enzyme system counterscreen, AmpLite Red fluorescence; in the data active = activity change below about -30%; note: % is set by controls: 0 for no effect and ±100 for the full control effect
#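 Final compound at 57.5 uM, incubated 10 min at RT with coupling enzyme reagent (glyceraldehyde-3-phosphate), then 20 min with substrate and AmpLite Red detection. Fluorescence read at 525/598 nm; tests interference with the coupling assay, not aldolase inhibition.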
# Menin MLL FP TR: displaces Texas Red mutant MLL peptide from human menin; Menin + Texas Red MLL mutant peptide, fluorescence polarization; actives 0.23% (n = 270,000); Potency, µM (titrated, usually from 61.6 µM), inactives show top-dose FP activity change, negative = inhibition, usual class: inhibitors; O00255; AID 1768; active = well fitted inhibition curve with a large enough effect in the polarisation, with a control signal flat, not every such curve was filed as active; inconclusive = small, poorly fitted or top-dose-only effect, or effect the other way, or a change in a side signal; inactive = no such curve, though single readings can be large or run the other way; the % refers to the polarisation; note: potency is the fitted concentration of half-maximal effect; % of control where 0% means no effect; many of its hits are not listed in these tables
# Giardia kill: Giardia lamblia killing | Giardia lamblia trophozoite viability | actives 0.15% (n = 340,000) | activity change, % at 7.66 µM, hits read low | AID 540267; in the data active = activity change below about -80%; inconclusive = between about -30% and that limit;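 note: parasites exposed to compound for two days anaerobically before the ATP read; % is set by controls: 0 for no effect and ±100 for the full control effect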
#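 Luminescence from cellular ATP indicates surviving trophozoites (100 cells/well) following 48 hrs anaerobic compound treatment at 37 deg C; signal develops 15-30 min at room temperature.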
# KCNH2 3.1 block: inhibitors of human KCNH2 3.1 potassium channel isoform; U2OS KCNH2 3.1, thallium flux FluxOr; stronger effect = lower value; activity change, % (tested at about 1.8 µM); actives 0.95% (n = 340,000); AID 720553;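 active = maximum activity change below -70%; inconclusive = maximum activity change from -70% to -50%; inactive = maximum activity change above -50%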;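 note: thallium influx rate constant from kinetic fluorescence after stimulation buffer; % is set by controls: 0 for no effect and ±100 for the full control effect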
#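 Steps: virus added to U2OS suspension (4 h, RT, dark); medium with 10% FBS added, cells plated, 37 C overnight; FluxOr/Red40 loading buffer 45 min RT; stimulation buffer, 2 min kinetic read; rate constant normalized.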
# TRPV1 ag: agonists of human vanilloid receptor 1 (TRPV1). Q8NER1. activation, % at 8.33 µM. actives 0.19% (n = 320,000). TRPV1-expressing cells, Fluo-8 calcium influx, agonist mode; in the data active = activation above about 80%; inconclusive = between about 30% and that limit; note: 0% is about no effect
#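 Cells expressing TRPV1 were dye-loaded with Fluo-8 and read kinetically: 10 s baseline, 3 min after compound (agonist portion), then 2 min after EC20 capsaicin (allosteric enhancer portion). Calcium-bound dye fluorescence at 480/520 nm.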
# Numbers without * were called inactive; u = inconclusive; x = no result given; [ ] = another dose, or the depositor's remark. Unless noted, calls come from the whole dose curve; as a rule, active = well fitted curve in the direction sought with a large enough effect; inconclusive = small, poorly fitted or top-dose-only effect, or another doubt; inactive = no such curve, though single readings can be large; an effect the other way counts as inactive or inconclusive. A portion of the library, so the mix of outcomes need not match the whole.
# The line under a structure holds: USP2a inh | B2AR arrestin | hERG WT inh | GALK inh | CXXC DNA block | PKM2 act | FBPA coupling cs | Menin MLL FP TR | Giardia kill | KCNH2 3.1 block | TRPV1 ag
- N#CC(Br)Br
    -2% | 0.0% | 3 | x | x | x | x | x | 1 | -9 | -2
- CC1CN=C(Nc2ccccc2)S1 (stereo not drawn)
    -1% | -0.1% | 4 | 0% | -2% | 0% | -1 | -2% | 16 | -11 | 0
- COc1cc(/C=C2/C(=O)NC(=O)N(c3ccccc3)C2=O)ccc1O
    5% | -0.3% | -4 | x | -1% | 27% | 1 | 8% | -3 | 6 | -1
- CN(C)CCN=Cc1c(O)n(Cc2ccc3c(c2)OCO3)c(=S)[nH]c1=O
    8% | -0.1% | 20 | -1% | 11% | 4% | 9 | x | 8 | 21 | 3
- O=C(Cc1ccccc1)OCCNC(=O)c1cccnc1
    2% | 0.0% | -4 | -1% | -1% | 4% | 0 | x | 9 | 17 | -3
- CC1=CC(=O)NP(=O)(Oc2ccc3ccccc3c2)N1 (stereo not drawn)
    -1% | 2.1% | -4 | 4% | 1% | -14% | 4 | 11% | 5 | -13 | 2
- O=C(NC(=O)N1CCC2(CC1)OCCO2)c1ccc(Cl)cc1
    4% | -0.1% | -25 | -1% | 2% | -3% | 1 | -12% | 11 | 2 | 1
- COC(=O)C1=C(c2c(C)noc2C)C[C@@H]2CC[C@H]1N2C(=O)NCCCOC(C)C
    3% | 0.0% | 2 | x | x | x | x | x | -24 | 11 | 2
- COC(=O)C1=C(c2cc3ccccc3s2)C[C@@H]2CC[C@H]1N2C
    -1% | 0.2% | -14 | x | x | x | x | x | 0 | -6 | 0
- CCn1c(O)c(/C(C)=N/N2CCCCC2c2cccnc2)c(=O)[nH]c1=S (stereo not drawn)
    1% | 0.4% | 10 | -2% | 14% | 7% | -1 | 9% | 2 | -38 | 3

# One compound at a time, as listed above. Values in the order: USP2a inh | B2AR arrestin | hERG WT inh | GALK inh | CXXC DNA block | PKM2 act | FBPA coupling cs | Menin MLL FP TR | Giardia kill | KCNH2 3.1 block | TRPV1 ag
# CCn1c(O)c(/C(C)=N/N2CCCCC2c2cccnc2)c(=O)[nH]c1=S (stereo not drawn) is listed with 1% | 0.4% | 10 | -2% | 14% | 7% | -1 | 9% | 2 | -38 | 3
# CN(C)CCN=Cc1c(O)n(Cc2ccc3c(c2)OCO3)c(=S)[nH]c1=O is listed with 8% | -0.1% | 20 | -1% | 11% | 4% | 9 | x | 8 | 21 | 3
# COc1cc(/C=C2/C(=O)NC(=O)N(c3ccccc3)C2=O)ccc1O is listed with 5% | -0.3% | -4 | x | -1% | 27% | 1 | 8% | -3 | 6 | -1
# O=C(NC(=O)N1CCC2(CC1)OCCO2)c1ccc(Cl)cc1 is listed with 4% | -0.1% | -25 | -1% | 2% | -3% | 1 | -12% | 11 | 2 | 1
# COC(=O)C1=C(c2c(C)noc2C)C[C@@H]2CC[C@H]1N2C(=O)NCCCOC(C)C is listed with 3% | 0.0% | 2 | x | x | x | x | x | -24 | 11 | 2

# The main list resumes with the 2 entries that preceded the break.
# The line under a structure holds: USP2a inh | B2AR arrestin | hERG WT inh | GALK inh | CXXC DNA block | PKM2 act | FBPA coupling cs | Menin MLL FP TR | Giardia kill | KCNH2 3.1 block | TRPV1 ag
- COC(=O)C1=C(c2cc3ccccc3s2)C[C@@H]2CC[C@H]1N2C
    -1% | 0.2% | -14 | x | x | x | x | x | 0 | -6 | 0
- CCn1c(O)c(/C(C)=N/N2CCCCC2c2cccnc2)c(=O)[nH]c1=S (stereo not drawn)
    1% | 0.4% | 10 | -2% | 14% | 7% | -1 | 9% | 2 | -38 | 3
- CN1C(=O)C(C2(C#N)CCCCC2)C(=O)N(C)C1=O
    -1% | 0.0% | 4 | 1% | -1% | 3% | 0 | 1% | -1 | 12 | 1
- C[C@]12CC[C@H](O)C[C@H]1CC[C@@H]1[C@@H]2C[C@@H](O)[C@]2(C)[C@@H](C3=CC(=O)OC3)CC[C@]12O
    1% | 0.0% | 2 | x | x | x | x | x | -3 | -15 | -1
- Cc1cccc(CN2CCN(Cc3ccc(Cl)cc3)CC2)c1
    1% | -0.9% | 37 | 1% | -21% | -17% | -12 | -7% | 3 | u | -2
- O=C(COC(=O)Cc1ccccc1)Nc1ccc(SC(F)F)cc1
    3% | -0.9% | 1 | 0% | 4% | -2% | -1 | 15% | -11 | -2 | u
- COc1ccc(NC(=O)c2cn(CCC#N)nc2-c2cccc([N+](=O)[O-])c2)cc1
    6% | -0.7% | 30 | -4% | 41%[activator] | 7% | 0 | x | -12 | 14 | -2
- COc1ccc(-c2nnc3sc(C4CCCCC4)nn23)cc1OC
    -2% | -0.2% | -1 | -8% | 1% | 3% | -2 | u | -14 | 15 | 18
- COc1cc2c(cc1O)C[C@H]1c3c(cc(O)c(OC)c3-2)CCN1C
    0% | 0.0% | 27 | x | x | x | 5 | 10%[24.8 µM] | 5 | -11 | -1
- O=c1c2ccccc2nc(/C=C/c2ccccc2F)n1-c1ccccc1O
    4% | 3.2% | -10 | -5% | 5% | x | -5 | 28% | 18 | -15 | 17
- CC(C)=CCN1CC[C@@]2(C)c3cc(O)ccc3CC1C2C (stereo partly drawn)
    0% | -1.0% | -3 | x | x | x | x | x | -10 | -2 | x
- CCC(=Nc1ccccc1NC(C)=O)c1c(O)n(C)c(=O)n(C)c1=O
    2% | -0.2% | -7 | 0% | -1% | -1% | -2 | -1% | 10 | -5 | -12
- CCN(CC)C(=O)c1ccc(N2C(=O)C3CC=C(Cl)CC3C2=O)cc1 (stereo not drawn)
    0% | 0.3% | 5 | -2% | 6% | -1% | 1 | -21% | 9 | 12 | -1
- CCCC1=C(C(=O)OCC)C2(C(=O)Nc3ccc(C)cc32)C(C#N)=C(N)O1 (stereo not drawn)
    u | 0.1% | -13 | 2% | 0% | 25% | -9 | 0% | 6 | 15 | 1
- CCOC(=O)c1c(N)n(CCN2CCCCC2)c2nc3ccccc3nc12
    1% | 0.2% | -9 | 6% | -7% | 2% | 1 | -3% | 3 | -3 | 4
- O=C(CSc1ccccc1)N1CCC2(CC1)OCCO2
    1% | -0.9% | -15 | 1% | 1% | 11% | 2 | 33%[activator] | 4 | 8 | 5
- O=c1[nH]c(=O)n(-c2ccccc2F)c(O)c1/C=C1\C=Nc2ccccc21
    5% | -0.6% | -22 | -4% | 18% | x | 2 | u | -7 | -2 | -5
- COc1ccc(N2C(=O)NC(=O)/C(=C\c3ccccc3[N+](=O)[O-])C2=O)cc1
    3% | -0.4% | 2 | 5% | -22% | 7% | 1 | 25% | -1 | 8 | 1
- COc1ccc(OCC(=O)N2CCN(C/C=C/c3ccccc3)CC2)cc1
    2% | -0.2% | 16 | 0% | 1% | -4% | 2 | -14% | 0 | -39 | 0
- Nc1cnn(-c2ccccc2)c(=O)c1Cl
    1% | -0.6% | -12 | 0% | -2% | -2% | 3 | 15% | -4 | 1 | -4
- CCc1nnc(NC(=O)CSc2ccc(-c3ccco3)nn2)s1
    8% | 0.1% | -5 | -2% | -2% | 16µM* | -6 | u | -13 | 0 | -3
- CC/C(=N\NC(=O)c1ccccc1)c1c(O)n(Cc2ccccc2)c(=O)[nH]c1=O
    2% | -0.2% | -3 | -2% | 22% | 2% | 4 | x | -1 | 16 | u
- COc1ccc(CC(C)Nc2cccc(F)c2)cc1 (stereo not drawn)
    1% | -1.0% | -10 | 7% | -6% | 3% | 0 | 3% | u | -11 | 0
- COc1cccc(Oc2c(C)oc3cc(OC(=O)N(C)C)ccc3c2=O)c1
    2% | 0.6% | -25 | 0% | -5% | 2% | 3 | u | -2 | -3 | -1
- NP(=O)(OCCCc1ccccc1)Oc1ccc(Cl)cc1 (stereo not drawn)
    2% | -1.2% | -15 | x | 1% | 1% | 0 | 0% | -8 | -1 | 9
- COc1ccc(C(=O)N/N=C/C23CC[C@@H](O)CC2(O)CC[C@@H]2[C@@H]3CCC3(C)C(C4=CC(=O)OC4)CCC23O)cc1 (stereo partly drawn)
    5% | 0.1% | -5 | 3% | 2% | -1% | 2 | x | 21 | 4 | 2
- CCn1ccnc1CN1CCCC(C(=O)c2cc(F)ccc2OC)C1 (stereo not drawn)
    0% | 2.6% | -1 | 1% | 3% | 8% | 2 | -9% | 0 | -8 | 5

# Source: PubChem (National Center for Advancing Translational Sciences (NCATS))
